# Compound activity deposited in PubChem BioAssay by several laboratories.
# Wnt bcat act = activates Wnt/beta-catenin signaling in a reporter cell assay; activator, plate reader; activation, % at 9.35 µM; actives 1.2% (n = 300,000); AID 743398; in the data active = activation above about 30%, passing the limit was not always enough;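 also: 0% = neutral control wells and 100% = positive control wells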
# V-ATPase pH = alters yeast V-ATPase proton transport. S. cerevisiae, pHLuorin cytosolic pH fluorescence. response, % at 10 µM. actives 0.37% (n = 350,000). AID 504577; in the data active = response mostly above about 7.3%, no sharp cut-off; inactive = mostly below about 5.4%; also: actives read high; inactives centre near 0; some compounds called inactive have numbers as strong as hits; reference of the scale not given here
# NSD2 HMT inh = NSD2 (human) methyltransferase inhibition; inhibition, % at 12.5 µM; actives 0.54% (n = 310,000); NSD2 peptide methylation, AlphaScreen, 120 min; AID 743445; O96028; in the data active = inhibition above about 50%
# SR-BI DiI inh = blocks mouse SR-BI lipid uptake from DiI-HDL; Q61009; ldlA[mSR-BI] CHO cells, DiI-HDL uptake fluorescence, 3 h; inhibition, % at 12.5 µM; actives 0.96% (n = 320,000); AID 488896;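 active = mean replicate inhibition of at least 70% and a set share of replicates each scoring 70 or more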;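 also: 0% = median of neutral control wells and 100% = median of positive control wells; values of inactives mirror those of a sister screen read the other way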
# CDK5 inh = blocks human CDK5/p35 kinase activity | Recombinant CDK5/p35, ADP-Glo luminescence, 60 min | inhibition, % at 10 µM | Q00535+Q15078 | actives 0.01% (n = 330,000);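 active = highest replicate inhibition of at least 50% and at least 75% of replicates reaching 50%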;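 also: plate controls were DMSO neutral control for no effect and GW8510 at 10 µM for full effect; many of its hits are not listed in these tables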
# HTR5A ag ctr = counter-screen for OPRM1-OPRD1 agonists: human HTR5A agonism. HTR5A agonist assay, luminescence, cell-based. actives 0.61% (n = 340,000). AID 504692. activation, % at 9.3 µM; in the data active = activation mostly above about 9.5%, no sharp cut-off; inactive = mostly below about 7.6%;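 also: 0% = cells with vehicle only and 100% = reference agonist; strong numbers were not always called active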
# Target sequence (P47898 whole entry, looked up): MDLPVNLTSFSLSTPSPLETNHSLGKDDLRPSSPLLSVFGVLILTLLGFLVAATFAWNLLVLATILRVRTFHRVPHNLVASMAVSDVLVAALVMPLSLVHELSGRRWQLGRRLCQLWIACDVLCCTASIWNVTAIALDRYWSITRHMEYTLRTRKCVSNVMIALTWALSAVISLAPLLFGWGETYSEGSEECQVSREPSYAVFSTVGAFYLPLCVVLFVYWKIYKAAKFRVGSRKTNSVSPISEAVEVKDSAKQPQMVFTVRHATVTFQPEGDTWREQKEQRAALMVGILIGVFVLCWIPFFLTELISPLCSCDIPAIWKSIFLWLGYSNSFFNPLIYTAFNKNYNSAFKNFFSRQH
# MITF TRPM1 HTS = MITF TRPM1 promoter activation in melanoma cells | SK-MEL-5 TRPM1-promoter luciferase, 24 h; % of positive control, neutral wells = 0 | activation, % at 12.5 µM | actives 0.75% (n = 300,000);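 active = mean activation of at least 80% with every replicate also reaching 80%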;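 also: 0% = neutral control wells and 100% = parthenolide positive control wells; values of inactives mirror those of a sister screen read the other way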
# HTR5A inv ag = inverse agonist of human HTR5A in OPRM1-OPRD1 counter-screen | P47898 | HTR5A cell line, luminescence, inverse agonism | inhibition, % at 9.3 µM | actives 0.083% (n = 340,000) | AID 504634; in the data active = inhibition mostly above about 23%, no sharp cut-off; inactive = mostly below about 18%;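 also: 0% = cells with DMSO and 100% = no-cell wells with DMSO; some compounds called inactive have numbers as strong as hits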
# dFosB act = mouse delta FosB homodimer activation; P13346; purified delta FosB, TAMRA-CDK5 oligo fluorescence polarization; percent of positive-control signal above neutral wells; activation, % at 25 µM; actives 0.99% (n = 340,000); AID 493131;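 active = mean activation above about 17%, with every replicate also reaching it, limit read from the data, passing the limit was not always enough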;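 also: fluorescence polarization rise as delta FosB binds a TAMRA Cdk5 AP-1 oligo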
# Target sequence (P13346 whole entry, looked up): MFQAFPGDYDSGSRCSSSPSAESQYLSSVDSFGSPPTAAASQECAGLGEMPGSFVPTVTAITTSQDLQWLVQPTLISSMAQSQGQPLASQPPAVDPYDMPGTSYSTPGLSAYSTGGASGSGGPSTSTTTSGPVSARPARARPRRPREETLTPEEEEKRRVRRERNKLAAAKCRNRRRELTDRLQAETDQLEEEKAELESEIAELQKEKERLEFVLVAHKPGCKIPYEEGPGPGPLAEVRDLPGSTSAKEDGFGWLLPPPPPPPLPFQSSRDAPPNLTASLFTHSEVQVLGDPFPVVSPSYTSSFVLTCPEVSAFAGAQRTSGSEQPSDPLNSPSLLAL
# PvdQ inh = blocks Pseudomonas aeruginosa PvdQ acylase activity. actives 0.063% (n = 340,000). inhibition, % at 10 µM. purified PvdQ acylase, fluorescence plate reader. AID 488965; in the data active = inhibition above about 30%, passing the limit was not always enough;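 also: 0% = vehicle neutral wells and 100% = reference inhibitor wells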
# The depositor's hits bear a star; . = not tested or not shown.
[1] CC(C)CC(=O)NC(c1cccs1)c1ccc2cccnc2c1O (centres undefined)
[2] C=CCn1c(Cc2nc3ccc(Cl)cc3[nH]2)n[nH]c1=S
[3] CC(=O)N(/N=C1/C(=O)Nc2ccccc21)c1ccccc1
[4] CCN1C(=O)CC(C(=O)O)SC1=Nc1ccc(OC)cc1 (centres undefined)
[5] CSc1nc(NS(=O)(=O)c2cc(Br)ccc2Br)cc(=O)[nH]1
[6] COc1cc(CC(=O)Nc2cc(S(=O)(=O)N3CCOCC3)ccc2N2CCCC2)cc(OC)c1OC
[7] N#Cc1ncc(Cc2ccccc2)nc1C#N
[8] Cc1ccc(S(=O)(=O)Oc2ccccc2N2C(=O)C3C4CCC(C4)C3C2=O)cc1 (centres undefined)
assay / compound | 1 | 2 | 3 | 4 | 5 | 6 | 7 | 8
Wnt bcat act | . | 13 | 15 | 0 | -4 | -2 | -1 | 1
V-ATPase pH | 3 | 1 | 2 | -3 | -1 | -19 | 3 | 1
NSD2 HMT inh | 2 | 0 | 1 | -1 | . | -1 | 1 | -2
SR-BI DiI inh | 6 | -43 | -13 | -3 | -7 | -6 | 2 | .
CDK5 inh | -1.2 | 0.0 | 1.2 | -0.3 | -0.6 | -0.5 | 0.8 | -0.9
HTR5A ag ctr | 1 | 4 | 0 | -1 | 1 | 4 | 4 | 3
MITF TRPM1 HTS | -67 | . | 33 | . | -4 | 2 | . | 4
HTR5A inv ag | 5 | 14 | -1 | 9 | -2 | -10 | -16 | -9
dFosB act | -3 | 3 | 0 | -3 | -4 | -10 | -20 | -11
PvdQ inh | -14 | -4 | 8 | 5 | -3 | 11 | -11 | -17

# Reformatted as tab-separated lines: 3 of the compounds above
no.	Structure	Wnt bcat act	V-ATPase pH	NSD2 HMT inh	SR-BI DiI inh	CDK5 inh	HTR5A ag ctr	MITF TRPM1 HTS	HTR5A inv ag	dFosB act	PvdQ inh
1	CC(C)CC(=O)NC(c1cccs1)c1ccc2cccnc2c1O (centres undefined)	.	3	2	6	-1.2	1	-67	5	-3	-14
5	CSc1nc(NS(=O)(=O)c2cc(Br)ccc2Br)cc(=O)[nH]1	-4	-1	.	-7	-0.6	1	-4	-2	-4	-3
4	CCN1C(=O)CC(C(=O)O)SC1=Nc1ccc(OC)cc1 (centres undefined)	0	-3	-1	-3	-0.3	-1	.	9	-3	5

# (further entries)
[9] CCOC(=O)N1CCN(C(=O)Cc2ccccc2[N+](=O)[O-])CC1
[10] C=CCn1c(Cc2ccccc2)nnc1SCc1nc2ccccc2c(=O)[nH]1
[11] Cn1cccc1Cc1nnc(SCC(N)=O)n1-c1ccc(F)cc1
[12] Cc1c(Br)c([N+](=O)[O-])nn1CC(=O)NCc1ccccn1
[13] Cc1ccc(C)c(S(=O)(=O)N2CCN(C(=O)CCc3nc4ccccc4c(=O)[nH]3)CC2)c1
[14] CN1CCc2c(sc(NC(=O)Cc3ccccc3)c2C#N)C1
[15] NC(=O)c1ccsc1NC(=O)COC(=O)c1ccncc1
[16] O=C(Cc1ccc(Br)cc1)Nc1cccc(S(=O)(=O)N2CCOCC2)c1
assay / compound | 9 | 10 | 11 | 12 | 13 | 14 | 15 | 16
Wnt bcat act | 0 | -6 | -2 | . | 1 | 0 | 1 | -4
V-ATPase pH | -4 | -2 | 3 | -7 | -1 | -1 | -1 | -3
NSD2 HMT inh | -2 | -2 | . | 0 | 2 | . | -1 | 1
SR-BI DiI inh | -16 | 3 | 10 | -33 | 30 | -5 | -24 | 20
CDK5 inh | -0.6 | 0.9 | -0.2 | -2.1 | -12 | 1.2 | 0.0 | 0.7
HTR5A ag ctr | -3 | -2 | 0 | -1 | -6 | 0 | 1 | -1
MITF TRPM1 HTS | -20 | -2 | -4 | 2 | 4 | . | 8 | -3
HTR5A inv ag | 11 | 6 | 0 | -51 | 7 | 16 | -21 | 2
dFosB act | 9 | -12 | -9 | -4 | -14 | -10 | -9 | -9
PvdQ inh | 4 | -6 | 7 | 2 | -11 | 4 | -13 | 1

[17] CN1CCN(C(=O)/C(=C\c2cccc([N+](=O)[O-])c2)NC(=O)c2cccs2)CC1
[18] C=CCCC(=O)Nc1nc(C)c(-c2csc(Nc3ccccc3OC)n2)s1
[19] CCOc1ccc2[nH]c(C)c(CN3CCN(CC)CC3)c(=O)c2c1
[20] Cc1ccc(-c2nc(SCC(=O)N(C)c3c(N)n(Cc4ccccc4)c(=O)[nH]c3=O)n[nH]2)cc1
[21] CC1(C)C(N(O)C(=O)Nc2ccc(Cl)cc2)N(c2ccc(Cl)cc2)C(=O)N1CC(=O)NN (centres undefined)
[22] O=C(Nc1ccc(N2CCN(c3ccccc3)CC2)c(F)c1)C1CC1
[23] CC(=O)Nc1ccc(N2C(C(C)=O)=NN(c3ccc(Cl)cc3)C2c2sccc2C)cc1 (centres undefined)
[24] O=C(OCC1CCCN2CCCCC12)c1ccc2c(c1)OCO2 (centres undefined)
[25] Nc1nonc1-n1nnc(C(=O)N/N=C/c2cccc(F)c2)c1-c1ccc2c(c1)OCO2
[26] CCCCN(C(=O)c1ccccc1OCc1ccc(F)cc1)c1c(N)n(CCC)c(=O)[nH]c1=O
[27] CC(C)(C)[C@@H]1CCC(=O)N(CC[C@H](Sc2ccc(Br)cc2)c2ccccc2)CC1
assay / compound | 17 | 18 | 19 | 20 | 21 | 22 | 23 | 24 | 25 | 26 | 27
Wnt bcat act | -1 | -15 | . | -5 | . | -1 | . | -1 | -3 | 0 | -3
V-ATPase pH | 3 | -1 | 0 | -1 | -4 | 4 | -1 | 5 | 4 | 2 | -2
NSD2 HMT inh | -1 | . | -3 | -1 | . | 0 | -1 | 0 | 1 | 1 | .
SR-BI DiI inh | -30 | 71* | -14 | -3 | -22 | 14 | 4 | 2 | 20 | -17 | 82*
CDK5 inh | 1.7 | -0.3 | 1.8 | 0.6 | -1.2 | 0.4 | -1.0 | 0.9 | 0.3 | 1.8 | -6.8
HTR5A ag ctr | -2 | 12 | -3 | -1 | 11 | -2 | 1 | 1 | -1 | -5 | -2
MITF TRPM1 HTS | 0 | -25 | -2 | 2 | 18 | 5 | . | 4 | 3 | -10 | -2
HTR5A inv ag | 4 | -32 | 7 | -1 | -16 | 5 | 5 | 4 | 9 | -2 | -34
dFosB act | -8 | -15 | -2 | -2 | -7 | -1 | -9 | 3 | 37* | -21 | -4
PvdQ inh | -5 | -6 | -12 | -13 | -34 | 6 | -9 | 2 | -2 | -12 | -16

# Pulled one by one from above:
[19] CCOc1ccc2[nH]c(C)c(CN3CCN(CC)CC3)c(=O)c2c1
[21] CC1(C)C(N(O)C(=O)Nc2ccc(Cl)cc2)N(c2ccc(Cl)cc2)C(=O)N1CC(=O)NN (centres undefined)
[25] Nc1nonc1-n1nnc(C(=O)N/N=C/c2cccc(F)c2)c1-c1ccc2c(c1)OCO2
[24] O=C(OCC1CCCN2CCCCC12)c1ccc2c(c1)OCO2 (centres undefined)
[23] CC(=O)Nc1ccc(N2C(C(C)=O)=NN(c3ccc(Cl)cc3)C2c2sccc2C)cc1 (centres undefined)
[17] CN1CCN(C(=O)/C(=C\c2cccc([N+](=O)[O-])c2)NC(=O)c2cccs2)CC1
assay / compound | 19 | 21 | 25 | 24 | 23 | 17
Wnt bcat act | . | . | -3 | -1 | . | -1
V-ATPase pH | 0 | -4 | 4 | 5 | -1 | 3
NSD2 HMT inh | -3 | . | 1 | 0 | -1 | -1
SR-BI DiI inh | -14 | -22 | 20 | 2 | 4 | -30
CDK5 inh | 1.8 | -1.2 | 0.3 | 0.9 | -1.0 | 1.7
HTR5A ag ctr | -3 | 11 | -1 | 1 | 1 | -2
MITF TRPM1 HTS | -2 | 18 | 3 | 4 | . | 0
HTR5A inv ag | 7 | -16 | 9 | 4 | 5 | 4
dFosB act | -2 | -7 | 37* | 3 | -9 | -8
PvdQ inh | -12 | -34 | -2 | 2 | -9 | -5
